Screening data as filed in PubChem BioAssay.
Keap1 Nrf2 FP – disrupts human Keap1 binding to Nrf2 peptide; Q14145; Keap1 Kelch-Nrf2 peptide fluorescence polarization, 1536-well; inhibition, % at 9.4 µM; hit rate 0.15% among 340,000; in the data active means inhibition above about 12%;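 further: human Keap1 Kelch domain with fluorescein labeled Nrf2 9mer peptide probe; 0% = neutral control wells and 100% = peptide positive control; higher means more block of Keap1 binding to Nrf2 peptide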
Target sequence (Q14145 whole entry, looked up, the tested form may be a part): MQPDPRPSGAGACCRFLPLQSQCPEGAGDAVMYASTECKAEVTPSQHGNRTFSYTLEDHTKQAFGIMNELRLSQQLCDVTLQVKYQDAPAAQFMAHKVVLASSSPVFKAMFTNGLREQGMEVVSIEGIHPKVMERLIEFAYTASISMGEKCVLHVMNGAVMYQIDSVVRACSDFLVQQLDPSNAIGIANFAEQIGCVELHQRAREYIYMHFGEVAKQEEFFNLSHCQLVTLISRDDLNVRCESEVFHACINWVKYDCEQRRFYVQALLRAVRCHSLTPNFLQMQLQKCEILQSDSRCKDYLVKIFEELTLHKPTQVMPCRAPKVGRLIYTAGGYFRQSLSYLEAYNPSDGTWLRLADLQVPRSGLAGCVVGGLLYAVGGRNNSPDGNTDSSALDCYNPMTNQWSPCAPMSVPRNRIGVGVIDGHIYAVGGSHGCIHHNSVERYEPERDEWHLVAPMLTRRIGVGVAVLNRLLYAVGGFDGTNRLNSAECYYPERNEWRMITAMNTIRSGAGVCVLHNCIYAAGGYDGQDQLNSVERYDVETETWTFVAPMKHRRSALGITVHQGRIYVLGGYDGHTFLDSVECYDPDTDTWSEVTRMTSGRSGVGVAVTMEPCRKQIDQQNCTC
NSD2 HMT inh – inhibitors of human histone methyltransferase NSD2; O96028; NSD2 peptide methylation, AlphaScreen, 120 min; inhibition, % at 12.5 µM; hit rate 0.54% among 310,000; AID 743445; in the data active means inhibition above about 50%
C-LANA FP – inhibitors of KSHV LANA C-terminal domain DNA binding; MBP-C-LANA/FAM-LBS DNA binding, fluorescence polarization; inhibition, % at 9 µM; hit rate 0.078% among 340,000;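 active means highest replicate inhibition at or above 60% at 9 µM, even if other replicates fall short; inactive means all replicates below 60% inhibition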;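 further: 0% = neutral control wells and 100% = 4 µM acridine orange control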
DAGLB inh – blocks human DAGLB lipase activity | Q8NCG7 | HEK293T DAGLB membrane lysate, EnzChek fluorogenic substrate | inhibition, % at 5.17 µM | hit rate 0.059% among 340,000 | AID 504411; in the data active means inhibition above about 34%;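 further: 0% = enzyme with vehicle and 100% = wells lacking enzyme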
Arrestin-AP2 inh – blocks beta-arrestin peptide binding to AP2 adaptin; FITC-arrestin peptide / GST-AP2 beads, flow cytometry; AP2 beta2 appendage carries R879A mutation; inhibition, % at 10 µM; hit rate 0.31% among 340,000; AID 504490;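 active means inhibition above a set limit, near 3 SD of compounds lacking own fluorescence, cut at about 54% in these data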;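 further: plate controls were DMSO wells for no effect and 5 µM unlabelled arrestin peptide for full effect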
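System: GST-tagged AP2 beta2-adaptin appendage (R879A) on 4 µm glutathione beads / Reagent: FITC-arrestin peptide, 50 nM / Detection: HyperCyt-sampled flow cytometry, FL1 channel, ex 488/em 535 nm / Timing: 12 min plus 1 h, RT / Buffer or medium: PBS plus Tween 20 (0.05%) and BSA (0.1%)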
CAL PDZ FP-1 – CAL PDZ (human) peptide binding inhibition | Q9HD26 | purified CAL PDZ, TMR-peptide fluorescence polarization, 1 h | inhibition, % at 24.9 µM | hit rate 0.92% among 300,000 | AID 602252;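 active means mean inhibition of at least 30% with at least half of replicates also reaching 30%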;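 further: 0% = DMSO neutral control and 100% = excess unlabeled competitor peptide PRC23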
V-ATPase pH – alters yeast V-ATPase proton transport | hit rate 0.37% among 350,000 | response, % at 10 µM | S. cerevisiae, pHLuorin cytosolic pH fluorescence; in the data active means response mostly above about 7.3%, no sharp cut-off; inactive means mostly below about 5.4%; further: actives read high; inactives centre near 0; some compounds called inactive have numbers as strong as hits
Pemphigus Ab inh – blocks pemphigus antibody binding to human desmoglein-3. P32926. DSG3-coupled beads, scFv-anti-DSG3-GFP binding, flow cytometry; stronger effect = lower value. binding (percent of control), % at 10 µM. hit rate 0.48% among 310,000. AID 588358;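 active means binding more than 3 SD below its plate's average and above zero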; further: some compounds called inactive have numbers as strong as hits
RTF Ca sens inh – cardiac RTF calcium desensitization. AID 493244. inhibition, % at 7.15 µM. P19429+P45379. hit rate 0.12% among 340,000. IANBD-labeled cardiac RTF, Ca2+ fluorescence;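 active means inhibition above the mean inhibition of all tested compounds plus 3 SD, cut at about 17% in these data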;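 further: assay run at fixed EC70 calcium of 1.6 mM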
CAL PDZ FP-2 – blocks peptide binding to human CAL PDZ domain | Q9HD26 | purified CAL PDZ, TMR-peptide fluorescence polarization, 1 h | inhibition, % at 20 µM | hit rate 0.02% among 330,000 | AID 504414;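 active means highest replicate inhibition of at least 40%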;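 further: plate controls were DMSO neutral control wells for no effect and unlabeled competitor peptide control wells for full effect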
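Read-out basis: mP drop reported as inhibition | Assay system: Tagged CAL PDZ protein CerCALP, purified | Benchmarks: Unlabelled peptide for full inhibition, DMSO wells as neutral | Schedule: 1 h incubation at room temperature before polarization reading | Buffer or medium: Sodium phosphate/NaCl buffer pH 7.4 with TCEP, IgG, Thesit | Doses: Single point, 20 µM | Measured by: Fluorescence polarization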
* hit, by the source's call; i = inactive; . = no result given.

entry | Structure | Keap1 Nrf2 FP | NSD2 HMT inh | C-LANA FP | DAGLB inh | Arrestin-AP2 inh
1 | COC(=O)C(C)Oc1ccc2c(c1)O/C(=C\c1cccc(Br)c1)C2=O (stereo not given) | -1 | -2 | 2.1 | -5 | 35
2 | CC(=O)Nc1ccc(S(=O)(=O)NNC(=O)C2CCCCC2)cc1 | 0 | 0 | 0.8 | -2 | 27
3 | O=C1OCC2=C1C(c1ccccc1)CC(=O)N2c1ccccc1 (stereo not given) | -2 | -1 | -1.2 | 3 | -5
4 | CC(=O)Nc1cc(NC(C)=O)c2nc(N)sc2c1 | -2 | 2 | 1.8 | 0 | 8
5 | CCOC(=O)C1CCCN(C(=O)c2cc3nc(-c4ccc5c(c4)OCO5)cc(C(F)(F)F)n3n2)C1 (stereo not given) | -3 | 13 | 1.2 | -10 | -4
6 | Nc1ccc(N2CCOCC2)c(S(=O)(=O)Nc2cc(Cl)ccc2Cl)c1 | -1 | 4 | 0.5 | 5 | 11
7 | N#Cc1c(-c2ccccc2Cl)c2c([nH]c1=O)-c1ccccc1OC2 | -6 | -9 | 0.4 | 7 | -19
8 | COc1ccc(-c2ccc(/C=N/NC(=O)c3cccnc3)o2)c([N+](=O)[O-])c1 | 1 | 1 | 3.5 | 4 | 40
9 | Cc1c(NC(=O)C2CCN(S(=O)(=O)c3cccs3)CC2)c(=O)n(-c2ccccc2)n1C | 2 | -2 | -0.4 | -3 | 1
10 | Cc1cc2c(cc1C)NC(=O)CC(c1ccccc1)=N2 | -5 | -2 | 0.2 | -3 | -4

entry | CAL PDZ FP-1 | V-ATPase pH | Pemphigus Ab inh | RTF Ca sens inh | CAL PDZ FP-2
1 | -1 | -2 | 99 | -4 | -1.5
2 | -1 | -3 | 109 | 4 | -1.4
3 | -23 | 1 | 93 | -4 | -1.9
4 | -2 | 0 | 105 | -7 | -0.6
5 | -2 | -5 | 96 | -6 | .
6 | . | -2 | 104 | 5 | -0.6
7 | -4 | -3 | 96 | 5 | -6.9
8 | . | -1 | i | -10 | -1.0
9 | -3 | 5 | 101 | 1 | 0.0
10 | -3 | -1 | 97 | 3 | -0.1

Overlap with the part before: two entries, then new ones.
entry | Structure | Keap1 Nrf2 FP | NSD2 HMT inh | C-LANA FP | DAGLB inh | Arrestin-AP2 inh
9 | Cc1c(NC(=O)C2CCN(S(=O)(=O)c3cccs3)CC2)c(=O)n(-c2ccccc2)n1C | 2 | -2 | -0.4 | -3 | 1
10 | Cc1cc2c(cc1C)NC(=O)CC(c1ccccc1)=N2 | -5 | -2 | 0.2 | -3 | -4
11 | COc1cccc(OC)c1C(=O)NC(=S)N1CCCCC1c1cccnc1 (stereo not given) | -2 | . | 2.5 | -2 | -1
12 | COCc1nc2ccccc2n1Cc1ccccc1Br | -5 | 1 | 1.9 | -5 | -1
13 | CCCNC(=O)CSc1nnc(NC(=O)C2CC(=O)N(c3ccccc3OC)C2)s1 (stereo not given) | . | -4 | . | -7 | .
14 | Cc1c(NC(=S)NC(=O)CC(C)C)c(=O)n(-c2ccccc2)n1C | -4 | -1 | 0.5 | 1 | -19
15 | Cc1coc2cc3oc(=O)c(CCC(=O)N[C@@H](CCCNC(N)=O)C(=O)O)c(C)c3cc12 | -1 | 2 | -1.1 | -3 | -4
16 | CN(C)CCCNC(=O)CC1C[C@H](C(=O)N2CCCCC2)[C@@]2(CCc3ccccc3)c3[nH]c4ccccc4c3CCN2C1=O (stereo not given in full) | -3 | . | 0.2 | 2 | 7
17 | CCc1nnc(NS(=O)(=O)c2ccc(NC(=S)Nc3ccc(F)cc3)cc2)s1 | -5 | 2 | -0.4 | 1 | 2
18 | COc1ccc(CNC(=O)CN2C(=O)C3C4C=CC(C4)C3C2=O)cc1 (stereo not given) | -3 | -1 | -1.3 | 1 | -6
19 | Cc1cc(N/C=C\c2nnnn2-c2ccc(F)cc2)no1 | -2 | 0 | -0.7 | 1 | 13
20 | Cc1ccc(S(=O)(=O)Cn2nnnc2C(c2ccc(F)cc2)N2CCCCC2)cc1 (stereo not given) | -1 | -1 | 1.1 | -16 | 6

entry | CAL PDZ FP-1 | V-ATPase pH | Pemphigus Ab inh | RTF Ca sens inh | CAL PDZ FP-2
9 | -3 | 5 | 101 | 1 | 0.0
10 | -3 | -1 | 97 | 3 | -0.1
11 | -5 | 0 | . | -1 | 0.1
12 | . | -4 | 99 | -6 | -1.0
13 | . | 1 | 107 | . | .
14 | 3 | -1 | 102 | -4 | -16
15 | -1 | -2 | . | 1 | 0.0
16 | -6 | -2 | 88 | -2 | -1.7
17 | -2 | 1 | 122 | -7 | -2.5
18 | -5 | 1 | 107 | -9 | -0.8
19 | 1 | 3 | 99 | -8 | 0.2
20 | -3 | 0 | 82 | -2 | -2.3

Remaining list, next part
entry | Structure | Keap1 Nrf2 FP | NSD2 HMT inh | C-LANA FP | DAGLB inh | Arrestin-AP2 inh
21 | COC(=O)c1ccc(NCCc2csc(-c3ccc(C)cc3)n2)c([N+](=O)[O-])c1 | 1 | 2 | 0.9 | -1 | 3
22 | O=C(CCS(=O)(=O)c1cccc2nonc12)NCc1ccc(Cl)cc1 | 1 | -3 | 2.2 | 1 | 11
23 | O=C(CCc1ccccc1)NNC(=O)CCc1ccccc1 | -5 | -4 | 0.9 | 0 | 8
24 | Cc1ccccc1CN1C(=O)[C@H]2Cc3c([nH]c4ccccc34)C(C)(C)N2C1=O | -2 | . | 0.4 | -3 | -3
25 | CCOC(=O)c1c(C)[nH]c(C)c1C=O | -7 | . | -0.7 | -2 | 0
26 | COc1cc(C(=O)NCCC(=O)NCc2cccs2)cc(OC)c1OC | . | -2 | . | 1 | .
27 | NC(=O)CSc1nnc(-c2ccco2)n1-c1ccc(F)cc1 | . | -7 | . | -1 | .
28 | Cc1[nH]c2ccc(-c3n[nH]c(=S)n3C)cc2c1C | -1 | 0 | 0.5 | 2 | 4
29 | O=C(COC(=O)CCSc1ccccc1)Nc1ccccc1Br | 1 | 15 | 1.3 | -7 | 2
30 | COc1cccc(CNc2ccc(C(=O)O)cc2)c1OCc1ccccc1 | -2 | 1 | -0.2 | 0 | -1

entry | CAL PDZ FP-1 | V-ATPase pH | Pemphigus Ab inh | RTF Ca sens inh | CAL PDZ FP-2
21 | 9 | 7 | . | -2 | -1.0
22 | -5 | -1 | 97 | -6 | 4.9
23 | -1 | -3 | 116 | -4 | 0.1
24 | -8 | 7 | 103 | -8 | -0.3
25 | 0 | -5 | . | -11 | -0.8
26 | . | 0 | 106 | . | .
27 | . | 3 | 100 | . | .
28 | -1 | -1 | 99 | 0 | 0.7
29 | 1 | 3 | . | -8 | -1.0
30 | -1 | 2 | 98 | 1 | -1.0

The list goes on.
entry | Structure | Keap1 Nrf2 FP | NSD2 HMT inh | C-LANA FP | DAGLB inh | Arrestin-AP2 inh
31 | COc1cccc(OC)c1OCCCCN1CCCC1 | -3 | 5 | -2.3 | -7 | -1
32 | CC(=O)Nc1ccc(Nc2nc3ccccc3nc2NS(=O)(=O)c2ccc(Cl)c([N+](=O)[O-])c2)cc1 | 0 | 6 | 1.2 | 14 | 11
33 | CCN(C(=O)COC(=O)C1CC1)c1c(N)n(Cc2ccccc2)c(=O)[nH]c1=O | -3 | 1 | -0.1 | -2 | -4
34 | COc1ccc(NC(C)=O)cc1C#N | -6 | 1 | 2.8 | 1 | 0
35 | O=C(CSc1ncnc2nc[nH]c12)c1ccc([N+](=O)[O-])cc1 | -5 | 0 | 0.0 | -1 | -2
36 | CC(O)Cc1nsc(NC(=O)c2ccc(Br)o2)n1 (stereo not given) | 1 | 0 | -1.5 | -1 | 1
37 | CCN(CC)S(=O)(=O)c1cc(NC(=O)CCNC(=O)c2ccccc2Cl)ccc1C | -5 | -2 | 2.1 | 0 | -5
38 | Cc1ccc(NC(=O)C2C3C=CC(O3)C2C(=O)O)cc1C (stereo not given) | -3 | 1 | 7.8 | -1 | 2
39 | O=C(N/N=C/c1ccc(N2CCOCC2)o1)c1ccccc1[N+](=O)[O-] | -2 | 2 | 0.1 | 0 | 6
40 | O=S(=O)(NCC(c1cccnc1)N1CCN(c2ccc(F)cc2)CC1)c1ccccc1 (stereo not given) | 2 | 33 | 0.0 | 0 | 14

entry | CAL PDZ FP-1 | V-ATPase pH | Pemphigus Ab inh | RTF Ca sens inh | CAL PDZ FP-2
31 | 0 | -2 | 96 | 6 | 0.7
32 | -2 | 1 | 102 | -4 | 0.1
33 | 0 | 0 | . | -6 | -2.3
34 | -2 | -1 | 95 | -2 | -1.8
35 | -4 | -4 | 108 | -9 | 0.0
36 | 0 | 4 | 100 | -7 | 7.0
37 | -1 | 3 | 101 | -3 | -3.0
38 | -4 | 6 | 109 | -2 | -0.3
39 | -1 | 0 | . | -16 | -2.1
40 | -4 | -9 | 86 | -13 | -1.4

Additional structures follow.
entry | Structure | Keap1 Nrf2 FP | NSD2 HMT inh | C-LANA FP | DAGLB inh | Arrestin-AP2 inh
41 | CC(=O)N1CCc2c(sc(NC(=O)C3CCCN3S(=O)(=O)c3cccs3)c2C#N)C1 (stereo not given) | -1 | 1 | -1.8 | 2 | 40
42 | CC(C)CC(c1nnnn1C1CCCCC1)N1CCN(C(=O)c2ccco2)CC1 (stereo not given) | 1 | -4 | -0.2 | -2 | 9
43 | Cc1ccc(S(=O)(=O)N2CCOC23CCN(C(=O)C(=O)NCc2ccccc2)CC3)cc1 | -3 | 0 | 0.9 | 2 | -12
44 | COc1cccc(C(=O)NC2CCCc3ccccc32)c1OC (stereo not given) | -2 | -4 | 1.3 | 0 | 2
45 | C/C(=N\NC(=O)c1ccoc1C)c1ccc(Cl)s1 | 0 | -2 | 0.6 | -2 | 1
46 | Cc1ccc(C(=O)N/N=C\c2ccc(-c3ccc(Cl)cc3)o2)cn1 | -3 | -2 | 1.9 | 1 | -12

entry | CAL PDZ FP-1 | V-ATPase pH | Pemphigus Ab inh | RTF Ca sens inh | CAL PDZ FP-2
41 | -2 | -1 | 101 | -9 | -2.5
42 | -2 | 7 | 103 | -5 | 1.1
43 | -1 | -2 | 93 | -7 | -1.6
44 | 0 | 3 | 109 | -13 | -1.3
45 | -3 | -1 | 104 | 1 | -1.2
46 | -2 | -2 | 92* | 6 | -2.2

Sorted by molar mass (rising): 3 of the compounds above
entry | Structure | Keap1 Nrf2 FP | NSD2 HMT inh | C-LANA FP | DAGLB inh | Arrestin-AP2 inh
19 | Cc1cc(N/C=C\c2nnnn2-c2ccc(F)cc2)no1 | -2 | 0 | -0.7 | 1 | 13
38 | Cc1ccc(NC(=O)C2C3C=CC(O3)C2C(=O)O)cc1C (stereo not given) | -3 | 1 | 7.8 | -1 | 2
35 | O=C(CSc1ncnc2nc[nH]c12)c1ccc([N+](=O)[O-])cc1 | -5 | 0 | 0.0 | -1 | -2

entry | CAL PDZ FP-1 | V-ATPase pH | Pemphigus Ab inh | RTF Ca sens inh | CAL PDZ FP-2
19 | 1 | 3 | 99 | -8 | 0.2
38 | -4 | 6 | 109 | -2 | -0.3
35 | -4 | -4 | 108 | -9 | 0.0

Only part of the results is shown, so the mix of outcomes need not match the whole.
